Source: PubChem BioAssay (National Center for Advancing Translational Sciences (NCATS))
JMJD2A Tudor inh: qHTS Assay for Inhibitors of JMJD2A-Tudor Domain. Lysine-specific demethylase 4A (Homo sapiens), O75164. AlphaScreen JMJD2A-Tudor / H3K4me3 peptide binding. Potency, µM (highest dose often 114 µM), without a hit: at the highest dose activity change, negative = inhibition, usual class: inhibitors. hit rate 4.4% among 390,000; also: potency is read from the fitted curve at half-maximal effect; % is scaled to controls: 0 for no effect and ±100 for the full control effect; nearly all actives have a fitted effect of over 50% in size
HP1b chromo inh: HTS for Inhibitors of HP1-beta Chromodomain Interactions with Methylated Histone Tails; hit rate 0.56% among 390,000; AlphaScreen HP1-beta / biotin-H3K9me3 peptide binding; AID 540317, 2011; Chromobox protein homolog 1 (Homo sapiens), P83916; Potency, µM (doses to about 114 µM), without a hit: top-dose activity change, negative = inhibition, actives largely listed as inhibitors; also: potency is read from the fitted curve at half-maximal effect; nearly all actives have a fitted effect of over 70% in size; inactives centre near 23
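Compound inhibition of the preformed complex between 50 nM HP1-beta and 50 nM biotinylated H3K9me3 peptide was read by AlphaScreen. Buffer was PBS pH 7.4 with 0.01% Tween-20. Incubations ran 30 min at room temperature, with 10 ug/mL donor/acceptor beads.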
Tb PGK inh: qHTS Assay to Find Inhibitors of Phosphoglycerate Kinase. AID 602233, 2012. Potency, µM (series often up to 57.5 µM), without a hit: at the highest dose activity change, negative = inhibition, usual class: inhibitors. hit rate 0.043% among 380,000. PGK/GAPDH coupled, Kinase-Glo luminescence, 60 min; also: potency is read from the fitted curve at half-maximal effect; % is scaled to controls: 0 for no effect and ±100 for the full control effect; nearly all actives have a fitted effect of over 60% in size
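Luminescent ATP detection (Kinase-Glo Plus) follows a 60-minute room-temperature incubation, with wells lacking PGK as controls. Buffer: 100 mM TEA (pH 7.6), 5 mM MgCl2, 0.01% Tween-20. Coupling enzyme GAPDH (100 nM final) supplies unstable 1,3-BPG in-well.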
PI4K2A block: qHTS for small molecular inhibitors of PI4K2A; Phosphatidylinositol 4-kinase type 2-alpha (Homo sapiens), Q9BTU6; purified PI4K2A, ADP-Glo luminescence, 1 h; stronger effect = lower value; activity change, negative = inhibition, % at 76.9 µM; hit rate 0.13% among 420,000; AID 1346378, 2018; in the data active = activity change below about -50%; inconclusive = mostly about -30% to -49%;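 also: -100% = wells without enzyme as full effect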
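In this quantitative HTS, ADP production by PI4K2A was quantified luminescently after 1 h at ambient temperature; 100 microM adenosine served as plate-quality control.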
BAZ2B block: qHTS Assay for Inhibitors of BAZ2B; Bromodomain adjacent to zinc finger domain protein 2B (Homo sapiens), Q9UIF8; AlphaScreen BAZ2B-H3K14Ac peptide displacement; Potency, µM (highest dose often 114 µM), without a hit: at the top dose activity change, negative = inhibition, hits mostly inhibitors; hit rate 4.4% among 360,000; AID 504333, 2011; also: potency is read from the fitted curve at half-maximal effect; % is scaled to controls: 0 for no effect and ±100 for the full control effect; nearly all actives have a fitted effect of over 60% in size
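Multi-concentration screen (max 110 uM) measuring displacement of acetylated histone H3 peptide from BAZ2B by AlphaScreen, using 50 nM protein, 50 nM peptide and 10 ug/mL streptavidin donor plus Ni-chelate acceptor beads.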
Pin1 inhibitor: qHTS Assay to Find Inhibitors of Pin1 | Peptidyl-prolyl cis-trans isomerase NIMA-interacting 1 (Homo sapiens), Q13526 | Pin1 FP peptide displacement, HiFluor488, 10 min | Potency, µM (titrated, usually from 115 µM), without a hit: at the highest dose activity, negative = inhibition, usual class: inhibitors | hit rate 0.009% among 390,000; active = well fitted inhibition curve with a large enough effect in the polarisation, with a control signal flat, not every such curve was filed as active; inconclusive = small, poorly fitted or top-dose-only effect, or effect the other way, or a change in a side signal; inactive = no such curve, though single readings can be large or run the other way; the % refers to the polarisation; also: potency is read from the fitted curve at half-maximal effect; % is scaled to controls: 0 for no effect and ±100 for the full control effect
GLS inh: qHTS for Inhibitors of Glutaminase (GLS). GLS enzymatic activity, qHTS titration. Potency, µM (top dose mostly 45.5 µM), inactives show top-dose activity change, negative = inhibition, actives largely listed as inhibitors. hit rate 0.21% among 410,000; also: potency is read from the fitted curve at half-maximal effect; % is scaled to controls: 0 for no effect and ±100 for the full control effect
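hKGA; 45 mM KH2PO4 pH 8.2 + 0.02% Tween-20; cpd via pin tool; 1 mM Gln soln; GluOx/HRP/Amplex Red; RT 30 min; fluor. t0 & final.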
G9a block: qHTS Assay for Inhibitors of Histone Lysine Methyltransferase G9a | Histone-lysine N-methyltransferase EHMT2 (Homo sapiens), Q96KQ7 | Potency, µM (doses to about 102 µM), without a hit: at the highest dose activity, negative = inhibition, usual class: inhibitors | hit rate 8.8% among 350,000 | G9a H3K9 monomethylation, AlphaScreen, 2 h; also: potency is read from the fitted curve at half-maximal effect; % is scaled to controls: 0 for no effect and ±100 for the full control effect; nearly all actives have a fitted effect of over 75% in size
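G9a (20 nM) preincubated 15 min RT with compounds, then 500 nM biotinylated H3K9 peptide and 20 uM SAM added; 2 h RT reaction. Monomethyl-H3K9 product detected by AlphaScreen with anti-H3K9me1 antibody, streptavidin donor and anti-rabbit IgG acceptor beads.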
POLH inh: qHTS for Inhibitors of Polymerase Eta. recombinant Pol eta, fluorescent DNA replication assay. hit rate 1.2% among 390,000. AID 588591, 2011. Potency, µM (highest dose often 114 µM), without a hit: at the highest dose activity change, negative = inhibition, most hits filed as inhibitors. DNA polymerase eta (Homo sapiens), Q9Y253; also: potency is read from the fitted curve at half-maximal effect; % is scaled to controls: 0 for no effect and ±100 for the full control effect
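Pol eta (10 nM) was preincubated with compounds for 15 min at room temperature, after which fluorescent replication substrate (50 nM final) was added to start the reaction. Fluorescence was read kinetically at 0 and 10 min.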
Numbers without * were called inactive; i = inactive; ? = inconclusive; · = no result given; [ ] = dose if it differs, or a comment. Unless noted, calls follow the shape of the dose curve; as a rule, active = well fitted curve in the direction sought with a large enough effect; inconclusive = small, poorly fitted or top-dose-only effect, or another doubt; inactive = no such curve, though single readings can be large; an effect the other way counts as inactive or inconclusive. Only part of the results is shown. The share of hits here may be higher or lower than overall.

mol	JMJD2A Tudor inh	HP1b chromo inh	Tb PGK inh	PI4K2A block	BAZ2B block	Pin1 inhibitor	GLS inh	G9a block	POLH inh
COc1ccc(NC(=O)CSc2nc3ccccc3nc2Cc2ccc(C)cc2)cc1Cl	-5%	16%[57 µM]	-8%	0	5%	-5%	5%	4%[59 µM]	-13%
CCCCSc1nc(C)c(C(C)=O)cc1C#N	62%[activator]	83%[activator]	-1%	-6	34%	0%	4%	63%[activator]	-10%
COc1cc(CN2CCN(Cc3ccc(C(F)(F)F)cc3)CC2)cc(OC)c1OC	20µM*	?	-3%	-6	18µM*	2%	0%	-2%[0.501 µM]	-12%
CC(=O)c1cccc(NC(=O)c2cc(-c3ccc(F)cc3)on2)c1	-4%	9%	-3%	-4	-2%	-1%	2%	-38%	1%
COc1cc(/C=C2\SC(=S)N(N3CCOCC3)C2=O)cc(OC)c1OC	-19%	10%	-5%	2	12%	3%	-4%	13µM*	-12%
O=S(=O)(Oc1ccccc1/C=N/n1cnnc1)c1ccccc1	-10%	26%	-9%	-5	3%	0%	14%	?	-4%
COC(=O)c1c(NC(=O)C(=O)N2CCCCC2)sc2c1CC(C)(C)OC2	-1%	32%	i	-4	1%	-2%	1%	?	-15%
NC(=O)C1CCN(C(=O)Cc2ccc([N+](=O)[O-])cc2)CC1	0%	21%	8%	1	7%	16%	17%	18%[59 µM]	-14%
Cc1cc(O)c(-c2cc(C(=O)Nc3cccnc3)[nH]n2)cc1C	-11%	21%	2%	0	-15%	11%	-1%	5%	-4%
O=C(Nc1cccnc1Cl)c1cc(-c2ccccc2O)on1	-12%	6%	-10%	1	1%	-1%	11%	11%	0%
Cc1ccc(COC(=O)CCN=C2NS(=O)(=O)c3ccccc32)cc1	-6%	17%	-1%	1	5%	4%	-2%	?	-7%
COc1ccc(-c2nc(C)ncc2-c2csc(C)n2)c(O)c1	-15%	37%	-8%	-14	8%	-7%	16%	-3%	-12%
COc1cc(/C=N/NC(=O)COc2c(C)cc([N+](=O)[O-])cc2C)ccc1OC(=O)c1ccccc1Br	-16%	17%	i	5	-32%	?	-11%	15%[59 µM]	-11%
C#CCN1[C@@H]2CCN(C2)c2cc(Br)ccc2S1(=O)=O	4%	73%[activator]	-1%	-2	·	-2%	5%	·	-25%
CCCOc1cc(C)c(S(=O)(=O)n2ccc(C)n2)cc1C	6%	120%[activator]	i	-3	1%	2%	8%	78%[activator][59 µM]	-17%
CS(=O)(=O)N(CC(=O)N1CCN(c2ccccc2)CC1)C1CCCCC1	50µM*	-15%	15%	-3	8%	-9%	20%	14%[59 µM]	-1%
COc1ccc(/C=N/NC(=O)c2ccoc2C)cc1OC	0%	41%[activator]	0%	6	-25%	-19%	-7%	9%	-9%
O=C(Nc1ccccc1)C1CC(=O)N(Cc2ccccc2)C1 (stereo not given)	-14%	34%	3%	4	3%	-4%	0%	2%	-14%
Cc1ccc(NC(=O)c2ccc(Cl)c(S(=O)(=O)Nc3c(C)n(C)n(-c4ccccc4)c3=O)c2)cc1Cl	-26%	9%	2%	10	?	27%	?	?	-21%
CCC(C)NC(=O)CCc1c(C)nc2c(c(C)nn2-c2ccccc2)c1C (stereo not given)	-6%	34%	-9%	2	10%	5%	1%	19%[2.33 µM]	-11%
O=C(NC1CCCCC1)C1CCC(=O)N(Cc2cccc(C(F)(F)F)c2)C1 (stereo not given)	4%	49%[activator]	0%	4	0%	-3%	-11%	46%	-11%
CC(C)(C)c1ccc(OC(=O)Nc2ccc(O)c(C(=O)O)c2)cc1	-29%	17%	-7%	-2	?	-18%	13%	?	-2%
Cc1c(Cl)cnc(NC(=O)COC(=O)c2ccc([N+](=O)[O-])s2)c1Cl	50µM*	-19%	-8%	-7	45µM*	?	-4%	25µM*	18µM*
CC(=O)N1CCN(C23CC4CC(CC(C4)C2)C3)CC1	9%	37%	-5%	8	3%	2%	-2%	36%	-10%
COc1ccc(C)cc1NCc1cccc(OC)c1OC	6.3µM*	?	i	11	45µM*	-6%	4%	7.9µM*	-11%
Cc1ccnc(NC(=O)CCC(=O)N(CC(=O)NC2CCCCC2)Cc2cccs2)c1	-11%	14%	-2%	2	-2%	-3%	-8%	12%	0%
Cc1ccc(N(CC(O)CON=C2c3ccccc3-c3ccccc32)S(C)(=O)=O)cc1 (stereo not given)	-35%	24%	-7%	0	-1%	-7%	-4%	-4%[59 µM]	-4%
Cc1csc(=O)n1CCC(=O)OCC(=O)c1ccc(Br)cc1	-18%	0%	i	0	-33%	-4%	-7%	?	-16%
CC(=O)c1ccc(NC(=O)c2ccc(-n3cncn3)c([N+](=O)[O-])c2)cc1	-15%	22%	-5%	3	-27%	1%	0%	15%	?
O=C(Nc1ccc(-c2nc3cc(Cl)ccc3o2)cc1)c1cc2ccccc2o1	-9%	30%	-4%	1	3%	6%	-8%	3%[59 µM]	-6%

The list goes on:
mol	JMJD2A Tudor inh	HP1b chromo inh	Tb PGK inh	PI4K2A block	BAZ2B block	Pin1 inhibitor	GLS inh	G9a block	POLH inh
COc1ccc(N2CCN(C(=O)CN3C(=O)COc4ccc(S(=O)(=O)N5CCC(C)CC5)cc43)CC2)cc1	?	0%	-6%	0	?	0%	19%	?	-5%
O=C(CN1C(=O)CSc2ccc(S(=O)(=O)N3CCOCC3)cc21)N1CCCCC1	-12%	33%	i	7	-1%	0%	-13%	7%[59 µM]	-14%
CCOC(=O)C(NC(=O)c1ccccc1)(N1CCOCC1)C(F)(F)F (stereo not given)	-13%	8%	0%	17	20%	4%	13%	4%[59 µM]	-14%
COc1ccc(-n2nc3ccc(N)cc3n2)cc1	·	·	i	0	·	·	2%	·	-11%
COc1ccc2cc(C3(C)NC(=O)NC3=O)ccc2c1 (stereo not given)	24%[11.4 µM]	-1%	-4%	-4	-19%	0%	-19%	8%[59 µM]	-18%
CC(C)CC(=O)Nc1cc(NC(=O)CC(C)C)cc(C(=O)NC(C)(C)C)c1	10%	23%	-10%	5	-2%	-1%	-1%	?	-6%
COC(=O)c1ccccc1NC(=O)CN1C(=O)COc2ccccc21	-7%	29%	-10%	-1	-10%	-7%	1%	3%[59 µM]	-10%
CCCCn1c(N)c(N(CCC(C)C)C(=O)c2ccc(COc3ccccc3)o2)c(=O)[nH]c1=O	-10%	13%	-3%	-2	29%	10%	1%	?	-9%
O=C(Cc1ccccc1)Nc1ccccc1C(=O)NCC1CCCO1 (stereo not given)	-3%	41%[activator]	14%	2	17%	2%	0%	·	-6%
COc1ccc(NC(=O)c2cc(C)no2)cc1	2%	39%[activator]	-3%	7	-8%	1%	-5%	-2%	-20%
COc1cc(CCC(=O)Nc2nnc(-c3cccnc3)s2)cc(OC)c1OC	-20%	-10%	-6%	-7	-5%	2%	2%	40µM*	2%
COc1ccc(NC(=O)CSc2ncc3c(n2)-c2ccccc2N(Cc2ccc(C)cc2)S3(=O)=O)cc1Cl	-6%	1%	-1%	-5	-35%	?	-18%	-30%[59 µM]	-13%
O=C(CC(C(=O)O)P(=O)(c1ccccc1)c1ccccc1)c1ccccc1 (stereo not given)	-1%	28%	-2%	-5	5%	8%	0%	-2%	-1%
Cc1ccsc1C(=O)Nc1cccc(-n2cnnn2)c1	-7%	28%	-6%	-4	-15%[57.1 µM]	1%	-2%	1%	-4%
CCOC(=O)c1ccc(NS(=O)(=O)c2cc3c(cc2C)NC(=O)CO3)cc1	?	4%	-4%	4	-17%	7%	-3%	50µM*	-18%
O=C(NCCN1CCOCC1)c1ccccc1OCc1ccccc1	0%	31%	-3%	0	·	-14%	-5%	·	-15%
CC(C)(C)OC(=O)NCCCCCc1nnc(SCc2c(F)cccc2Cl)o1	42%[activator]	71%[activator]	i	5	16%	-3%	-16%	80%[activator]	-18%
Cc1ccc2nc(CN3CCN(S(=O)(=O)c4ccccc4)CC3)oc2c1	-10%	12%	i	-3	-13%	14%	-2%	6%[59 µM]	-2%
Cc1ccccc1C(=O)Nc1ccnn1C1CCN(C2CCSCC2)CC1	3%	8%	-3%	3	-4%	-17%	5%	-15%	-17%
CCCn1c(SCC(=O)c2c(N)n(C3CC3)c(=O)[nH]c2=O)nnc1-c1ccncc1	-15%	31%[activator]	-12%	-1	7%	0%	-1%	?	-16%
N/C(=N\NC(=O)c1ccc(F)cc1)c1cc2ccccc2oc1=O	-10%	31%	-16%	-4	?	1%	5%	-48%	-2%
